SRC3 TRFRET art: counter-screen for PPARgamma SRC-3 recruitment agonists: TR-FRET artefact; PPARgamma/SRC-3 format; stronger effect = higher value; TR-FRET ratio at 8 µM; 99,000 compounds, 0.39% hits; AID 1048; in the data active = TR-FRET ratio above about 2000; note: inactives centre near 1600; reference of the scale not given here
SRC1 TRFRET art: flags TR-FRET format artefacts in PPARgamma SRC-1 recruitment agonist screen; TR-FRET detection artefact counter-screen, emission ratio; stronger effect = higher value; TR-FRET ratio at 8 µM; 99,000 compounds, 0.34% hits; AID 1051; in the data active = TR-FRET ratio above about 2300; note: inactives centre near 1800; reference of the scale not given here
The depositor's hits bear a star. Some of the compounds tested; count on the stated rates, not on these rows.

Every second line gives: SRC3 TRFRET art | SRC1 TRFRET art
COc1ccc(C(C[N+](=O)[O-])C2(c3ccc(OC)c(OC)c3)C(=O)c3ccccc3C2=O)cc1 (stereo not drawn)
→ 1369 | 1717
CCn1cc(C(=O)N2CCc3ccccc32)c(=O)c2cc(S(=O)(=O)N3CCCC3)ccc21
→ 1749 | 1803
O=C(/C=C/c1cccc([N+](=O)[O-])c1)OC1CCCCC1=O (stereo not drawn)
→ 1631 | 1837
CNC(=S)/N=C/NOCc1c(Cl)cccc1Cl
→ 1699 | 1654
CCOc1ccc(NC(=O)COC(=O)CCS(=O)(=O)c2ccc(C)cc2)cc1
→ 1571 | 1653
O=c1c2c3c(sc2nc(NCCO)n1CCc1ccccc1)CCCCC3
→ 1661 | 1961
CN(CCC1CCOCC1)Cc1cn[nH]c1-c1ccc(-c2ccccc2)cc1
→ 1664 | 1678
CC1CCCCC12NC(=O)N(CC(=O)NCc1ccc3c(c1)OCO3)C2=O (stereo not drawn)
→ 1661 | 1722
Cn1c(SCC(=O)c2ccccc2)nnc1-c1ccncc1
→ 1393 | 1814
CCOc1ccc(Nc2nc(N3CCCC3)nc(N3CCN(c4ccc(OC)cc4)CC3)n2)cc1
→ 1637 | 1874
CC(C)C(c1nnnn1Cc1ccco1)N1CCN(c2nc3ccccc3s2)CC1 (stereo not drawn)
→ 1645 | 1815
CC(C)NC(=O)NC(=O)CSc1ncccn1
→ 1636 | 1803
COc1cc(OC)cc(C(=O)NCC(=O)OCC(=O)Nc2ncc(Cl)cc2Cl)c1
→ 1685 | 1886
COc1ccc(/C=C(/NC(=O)/C=C/c2ccccc2)C(=O)N2CCOCC2)cc1
→ 1536 | 1787
O=C(CCCCCCC(=O)c1ccccc1)c1ccccc1
→ 1479 | 1963
O=C(c1ccco1)c1cn(CC(=O)N2CCCCCC2)c2ccccc12
→ 1682 | 1612
CC(C)[C@H](NC(N)=O)C(=O)NCCc1ccc(Cl)cc1Cl
→ 1411 | 1659
CC1(C)Cc2nc3sc4c(=O)n(CC(=O)NCc5ccco5)cnc4c3cc2CO1
→ 1537 | 1696
Cc1nn(CCCC(=O)Nc2c(F)cc(F)cc2Br)c(C)c1[N+](=O)[O-]
→ 1736 | 1889
N#Cc1ccc(COC(=O)CSc2nnc(N)s2)cc1
→ 1653 | 1830
CCc1c(C#N)c(SCc2c(C)noc2C)nc2c1C(=O)CC(C)(C)C2
→ 1407 | 1704
CCSc1ccc(-c2ccco2)nn1
→ 1410 | 1508
CN(C)CCNc1nc(S(=O)(=O)c2ccccc2)c(Cl)s1
→ 1654 | 2012
Cc1cc(N2CCOCC2)nc2ccc(NC(=S)N3CCN(c4ccccc4)CC3)cc12
→ 1732 | 2030
Fc1ccccc1/C=N/NC(=S)Nc1ccc(Cl)cc1Cl
→ 1775 | 1639
CCOC(=O)Cn1c(C)cc(COC)c(C#N)c1=O
→ 1481 | 1620
CCCC1CCC(=NNS(=O)(=O)c2ccc(C)c([N+](=O)[O-])c2)CC1 (stereo not drawn)
→ 1540 | 2131
CN1C(=O)C(CC(=O)NCC2CCCCC2)SC1=Nc1ccccc1 (stereo not drawn)
→ 1766 | 1746
CCN(CCn1cccn1)Cc1nc(-c2ccc(OC)cc2)no1
→ 1482 | 1645
Cc1ccccc1NC(=S)N1CCN(Cc2ccc3c(c2)OCO3)CC1
→ 1603 | 1791
Cc1cc(-n2c(C)cc(C(=O)COc3ccc([N+](=O)[O-])cc3)c2C)no1
→ 1557 | 1376
CC(=O)N1CCN(Cc2nc3cc(NC(=O)Nc4ccccc4)ccc3n2C)CC1
→ 1605 | 1749
Cc1ccc(S(=O)(=O)Nc2ccc(N=Nc3ccc(O)cc3)cc2)cc1
→ 1417 | 1812
O=C(O)c1ccccc1-c1csc(-c2ccccc2)n1
→ 1749 | 1810
Cc1cccc(NC(=O)c2sc(-c3ccccc3)nc2-c2ccc([N+](=O)[O-])cc2)c1
→ 1628 | 1773
Cc1cccc(C(=O)NCCc2ccc(S(N)(=O)=O)cc2)c1[N+](=O)[O-]
→ 1435 | 1917
CN(C)/C=N/c1ncc(-c2ncc(C(F)(F)F)cc2Cl)cn1
→ 1481 | 1863
NC(=O)COc1ccc(/C=N/NS(=O)(=O)c2ccccc2)cc1
→ 1775 | 1974
COC(=O)c1cccc(NC(=O)CSc2nnc(C)n2C)c1
→ 1584 | 1604
CC(=O)c1cc(CN2CCN(Cc3ccc(C)cc3)C(CCO)C2)cs1 (stereo not drawn)
→ 1686 | 1538

Single entries from the list.
Entry for Cc1cc(-n2c(C)cc(C(=O)COc3ccc([N+](=O)[O-])cc3)c2C)no1 in SRC1 TRFRET art: 1376
Entry for Cc1cc(N2CCOCC2)nc2ccc(NC(=S)N3CCN(c4ccccc4)CC3)cc12 in SRC3 TRFRET art: 1732
Entry for Cc1ccccc1NC(=S)N1CCN(Cc2ccc3c(c2)OCO3)CC1 in SRC3 TRFRET art: 1603
Entry for NC(=O)COc1ccc(/C=N/NS(=O)(=O)c2ccccc2)cc1 in SRC3 TRFRET art: 1775
Entry for CCSc1ccc(-c2ccco2)nn1 in SRC1 TRFRET art: 1508
Entry for Cc1cccc(C(=O)NCCc2ccc(S(N)(=O)=O)cc2)c1[N+](=O)[O-] in SRC3 TRFRET art: 1435

Continuation.
Every second line gives: SRC3 TRFRET art | SRC1 TRFRET art
Cc1cccc(NC(=S)N(CCN2CCOCC2)Cc2cc3cc4c(cc3[nH]c2=O)OCCO4)c1
→ 1627 | 1820
COC(=O)CCn1[nH]c(=O)c2ccccc2c1=O
→ 1835 | 1790
CCc1nnc(NC(=O)CSc2nnc(CNC(=O)c3ccc(OC)c(OC)c3)o2)s1
→ 1585 | 1999
CCNC(=O)CN(C1CCCCC1)S(C)(=O)=O
→ 1658 | 1999
Cc1ccc(C)c(CSc2ncccc2C(=O)O)c1
→ 1561 | 1728
C=C(C)C1Cc2cc3ccc(=O)oc3cc2O1 (stereo not drawn)
→ 1674 | 1658
CCN1C(C#N)=C(C#N)N=C(C)CC1(C)C
→ 1593 | 1797
O=C(Cc1ccc(F)cc1)Nc1cccc(-c2cn3c(n2)SCC3)c1
→ 1478 | 1881
C/C(=N\NC(=O)c1ccc(O)cc1)c1cc2ccccc2o1
→ 1438 | 1782
O=c1c2ccccc2nc(/C=C/c2ccc([N+](=O)[O-])cc2)n1CCCO
→ 1703 | 1882
COc1cccc(-n2nnc3c(=O)n(CC(=O)Nc4ccccc4C)cnc32)c1
→ 1771 | 1993
Cc1c(C#N)c(N)nc2c3c(sc12)NC(=O)CC3c1ccc(F)cc1 (stereo not drawn)
→ 1455 | 1563
O=[N+]([O-])c1ccc(N2CCN(C(=S)Nc3ccccc3)CC2)cc1
→ 1580 | 1797
COc1ccc2c(c1)c(CC(=O)Nc1ccccc1OC)c(C)n2C(=O)c1ccc(Cl)cc1
→ 1711 | 1871
C=CCn1cnc2sc(C(=O)Nc3ccccc3OC)c(C)c2c1=O
→ 1743 | 1735
Cc1[nH]c2ccccc2c1-c1nc2ccccc2[nH]1
→ 1556 | 1670
COc1ccc(-c2cc(C(F)(F)F)nc(SCC(=O)Nc3ccc4c(c3)OCO4)n2)cc1OC
→ 1543 | 1890
Cc1ccccc1C(=O)NC(=S)Nc1ccc2[nH]c(=O)[nH]c2c1
→ 1663 | 1912
COc1ccc2cc(C(=O)C3CCCN(C(=O)CCc4ccccn4)C3)ccc2c1 (stereo not drawn)
→ 1634 | 1992
CC(C)Nc1nnc(Sc2ccc(Cl)cc2[N+](=O)[O-])s1
→ 1654 | 2113
COc1cc(C2C3CN(C)CC=C3C(C#N)=C(N)C2(C#N)C#N)ccc1OC(C)C (stereo not drawn)
→ 1433 | 1635
C/C(=N/N1CCN(c2ccccc2)CC1)c1cccc([N+](=O)[O-])c1
→ 1568 | 1668
NC(=O)Nc1ccc(C(=O)OCC(=O)N(Cc2ccccc2)C2CCS(=O)(=O)C2)cc1 (stereo not drawn)
→ 1858 | 1821
O=C(c1ccc(Cl)cc1)N1CCCCC(Cl)C1=O (stereo not drawn)
→ 1429 | 1752
COc1ccc(-c2nc(C(=O)O)cs2)cc1OC
→ 1503 | 1758
CC(=O)c1cccc(NC(=O)N2C3CCC2CC(NC(=O)C2CC2)C3)c1 (stereo not drawn)
→ 1634 | 1626
COC(=O)c1ccccc1C(=O)N1CCOCCOCCOCC1
→ 1614 | 1717
COc1ccccc1Nc1nnc(Cc2ccccc2)c(=O)[nH]1
→ 1718 | 1989
O=C(CCc1ccccc1)NC(c1cccs1)c1cc(Cl)c2cccnc2c1O (stereo not drawn)
→ 1676 | 1948
COC(=O)C(=Nc1ccccc1)/C(C(=O)C(=O)N(C)c1ccccc1)=C(\O)c1ccc(Cl)cc1
→ 1661 | 1907
O=C(CSC1=NCCS1)N1CCCCCC1
→ 1550 | 1894
CC(=O)c1ccc(Oc2ccc(C(=O)c3ccc(C)c(C)c3)cc2[N+](=O)[O-])cc1
→ 1509 | 1862
Cc1ccc(CN2CCN(/N=C/C=C/c3ccccc3[N+](=O)[O-])CC2)cc1
→ 1572 | 1885
COc1ccc(/C=N/Nc2nc(-c3cccc(S(=O)(=O)N4CCCC4)c3)cs2)cc1OC
→ 1735 | 1923
CCOc1ccc(Br)cc1CNc1ccc2c(c1)OCCO2
→ 1649 | 2010
COCC(C)NC(=O)/C(=C/c1ccccc1)c1ccccc1 (stereo not drawn)
→ 1674 | 1747
Cc1onc(-c2ccccc2Cl)c1C(=O)NC(=S)Nc1ccccc1C(N)=O
→ 1494 | 1844
COc1ccc(CC(NC(C)=O)C(=O)NC2CCN(c3c(Cc4ccccc4)c(C)nc4ncnn34)CC2)c(OC)c1 (stereo not drawn)
→ 1322 | 1634
Cc1ccccc1Nc1scc(-c2ccc(Br)cc2)[n+]1-c1ccccc1C
→ 1740 | 1967
Cc1ccc(NC(=O)COC(=O)c2cccc3c(=O)c(C)c(-c4ccccc4)oc23)cc1
→ 1665 | 1910

Record cards, as listed above. Order of screens: SRC3 TRFRET art | SRC1 TRFRET art
Profile of CC1(C)Cc2nc3sc4c(=O)n(CC(=O)NCc5ccco5)cnc4c3cc2CO1 : 1537 | 1696
Profile of CCc1nnc(NC(=O)CSc2nnc(CNC(=O)c3ccc(OC)c(OC)c3)o2)s1 : 1585 | 1999

Further entries
Every second line gives: SRC3 TRFRET art | SRC1 TRFRET art
N#C/C(=C\c1ccccc1C(F)(F)F)C(=O)Nc1ccccc1F
→ 1183 | 1475
CN1CCN(Cc2nc3ccccc3c(=O)n2Cc2nc(-c3ccc([N+](=O)[O-])cc3)cs2)CC1
→ 1648 | 1980
O=C(/C=C/c1cccc(F)c1)N1CCN(c2ncccn2)CC1
→ 1416 | 1825
COc1ccccc1C(=O)Nc1ccc2c3c(cccc13)CC2
→ 1600 | 1841
CCOC(=O)COc1ccc([N+](=O)[O-])cc1
→ 1652 | 1738
Cc1nonc1N1CCN(Cc2cn[nH]c2-c2ccc(F)cc2F)CC1
→ 1467 | 1824
COc1cc(CNc2ccc(CNc3ncn[nH]3)cc2)ccc1OCC(=O)NC(C)(C)C
→ 1823 | 1966
COc1ccc(NC2=C(C(C)=O)C(c3ccc(OC)cc3)C(C(C)=O)C(C)(O)C2)cc1 (stereo not drawn)
→ 1548 | 1858
CCCCCCC(=O)NCC(=O)OCC(=O)c1ccccc1
→ 1405 | 2066
COC(=O)C1SCC2C(=O)N(Cc3ccc(F)cc3)CC(=O)N21 (stereo not drawn)
→ 1624 | 1944
N/C(=N\N=C\c1ccc2c(c1)OCO2)c1nonc1N
→ 1463 | 1763
COc1ccc(-c2csc(NC(=O)COc3ccc(N(C)S(=O)(=O)c4ccc(C)cc4)cc3)n2)cc1
→ 1632 | 1830
Cc1ccccc1C1=NC(C(F)(F)F)(C(F)(F)F)c2c(n(C)c(=O)n(C)c2=O)N1
→ 1745 | 1795
Cc1c(NC(=O)/C(C#N)=C/c2ccc(-c3ccc(Cl)c(Cl)c3)o2)c(=O)n(-c2ccccc2)n1C
→ 1689 | 1798
CC(C)c1nc(-c2c(N)n(C)c(=O)n(C)c2=O)sc1C(=O)C(C)(C)C
→ 1551 | 1804
Cc1cc(=O)[nH]c(SCc2cccc3cccnc23)n1
→ 1521 | 1864
CCOC(=O)C1=C(c2ccccc2)NC(=S)NC1c1ccc(C)c([N+](=O)[O-])c1 (stereo not drawn)
→ 1553 | 1676
COCCCNC(=O)CN(c1cccc(Cl)c1)S(C)(=O)=O
→ 1809 | 1694
CCOC(=O)C1(Cc2ccccc2Cl)CCN(C(=O)CCn2ccnc2C)CC1
→ 1881 | 1829
O=c1c2c(-c3ccc([N+](=O)[O-])cc3)csc2nc2n1CCCCC2
→ 1810 | 1749

Part of the list above in order of SMILES length, ascending.
Every second line gives: SRC3 TRFRET art | SRC1 TRFRET art
Fc1ccccc1/C=N/NC(=S)Nc1ccc(Cl)cc1Cl
→ 1775 | 1639
O=C(CCc1ccccc1)NC(c1cccs1)c1cc(Cl)c2cccnc2c1O (stereo not drawn)
→ 1676 | 1948
Cc1onc(-c2ccccc2Cl)c1C(=O)NC(=S)Nc1ccccc1C(N)=O
→ 1494 | 1844

Going on with the list.
Every second line gives: SRC3 TRFRET art | SRC1 TRFRET art
O=C1NCCN(Cc2ccc(-c3ccccc3)cc2)C1CC(=O)N1CCN(CCO)CC1 (stereo not drawn)
→ 1634 | 1804
CC1CCCN(c2ccc(C(=O)Nc3ccc4c(c3)OCO4)cc2[N+](=O)[O-])C1 (stereo not drawn)
→ 1578 | 1707
CC(NC(=O)OC(C)(C)C)C(=O)NC(CCC(=O)OCc1ccccc1)C(N)=O (stereo not drawn)
→ 1641 | 1797
O=C(COC(=O)C1CCCCC1)Nc1ccc(S(=O)(=O)N2CCOCC2)cc1
→ 1448 | 1607
O=C(NCC1COc2ccccc2O1)c1ccc(NC(=O)C2CCCO2)cc1 (stereo not drawn)
→ 1519 | 1549
COC(=O)c1ccc(OC(=O)c2ccccc2F)cc1
→ 1743 | 1892
CN1CCN(/N=C/c2nc(-c3cccc([N+](=O)[O-])c3)n3ccccc23)CC1
→ 1656 | 1635
CCn1c2ccccc2c(=O)c2ccccc21
→ 1779 | 2044
Cc1ccc2[nH]c3c(NCCN4CCOCC4)ncnc3c2c1
→ 1640 | 1706
O=C(CN1c2cccc3cccc(c23)S1(=O)=O)Nc1cccc(S(=O)(=O)N2CCOCC2)c1
→ 1590 | 1992

High-throughput results: PubChem BioAssay, The Scripps Research Institute Molecular Screening Center
